# Assay outcomes deposited in PubChem BioAssay by National Center for Advancing Translational Sciences (NCATS).
# B2AR arrestin: qHTS assay of beta-arrestin-biased ligands of beta2-adrenergic receptor; beta-arrestin recruitment to beta2AR, cell-based reporter; Beta-2 adrenergic receptor (Homo sapiens), P07550; 0.02% of 330,000 active; Potency, µM (doses to about 46.1 µM), inactives show at the top dose activation, usual class: activators;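 note: potency is the fitted concentration of half-maximal effect; 0% = DMSO controls and full agonism = EC100 isoproterenol or metaproterenol; nearly all actives have a fitted effect of over 65% in size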
# KCNH2 3.1 block: qHTS for Inhibitors of KCHN2 3.1: Mutant qHTS. Potassium voltage-gated channel subfamily H member 2, brain isoform KCNH2 3.1 (human). U2OS KCNH2 3.1, thallium flux FluxOr; active compounds read low. activity change, % (tested at about 1.8 µM). 0.95% of 340,000 active. AID 720553, 2013;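 active = maximum activity change below -70%; inconclusive = maximum activity change from -70% to -50%; inactive = maximum activity change above -50%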;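 note: thallium influx rate constant from kinetic fluorescence after stimulation buffer; % is set by controls: 0 for no effect and ±100 for the full control effect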
#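 U2OS cells transduced with KCNH2 3.1 mutant virus (1.77 x 10^8 /mL, 4 h), plated overnight at 37 C, loaded 45 min with FluxOr dye plus Red40 quencher. Thallium flux rate constant from kinetic reads after stimulation buffer, normalised to controls.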
# PKM2 act: qHTS Assay for Activators of Human Muscle isoform 2 Pyruvate Kinase; Potency, µM (top dose mostly 57.5 µM), without a hit: at the highest dose activation, hits mostly activators; purified PKM2, Kinase-Glo ATP luminescence, activation; response scale: 0% is enzyme alone, no compound; 0.34% of 260,000 active; Pyruvate kinase PKM (Homo sapiens), P14618; note: potency is the fitted concentration of half-maximal effect; % is set by controls: 0 for no effect and ±100 for the full control effect; nearly all actives have a fitted effect of over 55% in size
#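 Kinase-Glo luminescence reports ATP generated from ADP (0.1 mM) and PEP (0.5 mM) by purified hPK-M2 after 1 h at room temperature, pH 7.2 imidazole buffer; intermediate enzyme activity allows detecting inhibitors and activators.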
# USP2a inh: qHTS Assay for Inhibitors of Ubiquitin-specific Protease USP2a Using CHOP2 as the Reporter. USP2 core, Ub-CHOP2 coupled fluorogenic reporter, 485/531. Potency, µM (series often up to 38.3 µM), for the others: at the highest dose activity change, negative = inhibition, most hits filed as inhibitors. 0.01% of 330,000 active. Ubiquitin carboxyl-terminal hydrolase 2 (Homo sapiens), O75604. AID 463254, 2010;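 note: potency is the fitted concentration of half-maximal effect; plate controls were DMSO wells for no effect and full inhibition by NEM control for full effect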
#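 Cell-free coupled assay: 10nM USP2 core preincubated 30min RT with compound in Tris-HCl pH 8.0/CaCl2/CHAPS buffer, then 25nM Ub-CHOP2 and 25nM reporter substrate; fluorescence (Ex 485/Em 531) read after 60min RT, normalized to NEM inhibition, concentration-response curves fitted.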
# TRPV1 agonist: HTS Assay for Compounds that Act as Agonists of the Vanilloid Receptor 1; TRPV1-expressing cells, Fluo-8 calcium influx, agonist mode; activation, % at 8.33 µM; 0.19% of 320,000 active; in the data active = activation above about 80%; inconclusive = between about 30% and that limit; note: 0% is about no effect
# Target sequence (Q8NER1 whole entry, looked up): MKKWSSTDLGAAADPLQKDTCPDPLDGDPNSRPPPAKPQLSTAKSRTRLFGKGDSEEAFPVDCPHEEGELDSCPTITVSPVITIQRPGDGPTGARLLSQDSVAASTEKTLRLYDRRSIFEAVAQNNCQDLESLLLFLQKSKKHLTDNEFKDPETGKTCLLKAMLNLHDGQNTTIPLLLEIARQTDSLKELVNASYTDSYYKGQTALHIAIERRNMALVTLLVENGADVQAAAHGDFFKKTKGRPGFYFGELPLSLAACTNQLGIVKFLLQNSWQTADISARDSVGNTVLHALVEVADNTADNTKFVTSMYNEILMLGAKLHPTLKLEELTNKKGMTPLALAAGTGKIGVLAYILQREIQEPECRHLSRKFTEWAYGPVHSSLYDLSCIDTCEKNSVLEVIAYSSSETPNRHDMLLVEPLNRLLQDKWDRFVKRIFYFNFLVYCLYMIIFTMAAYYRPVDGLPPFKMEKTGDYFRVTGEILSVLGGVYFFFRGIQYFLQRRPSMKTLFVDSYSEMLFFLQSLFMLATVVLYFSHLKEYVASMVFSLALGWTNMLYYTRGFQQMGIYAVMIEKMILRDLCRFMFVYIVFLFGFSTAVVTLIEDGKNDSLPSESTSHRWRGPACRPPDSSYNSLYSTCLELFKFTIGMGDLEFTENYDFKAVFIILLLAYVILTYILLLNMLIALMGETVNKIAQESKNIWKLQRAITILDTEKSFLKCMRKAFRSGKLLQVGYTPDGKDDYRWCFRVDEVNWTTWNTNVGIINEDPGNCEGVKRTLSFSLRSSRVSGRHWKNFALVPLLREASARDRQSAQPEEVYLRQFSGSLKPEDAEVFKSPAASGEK
#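 Fluo-8 calcium influx in TRPV1-expressing cells, kinetic read (ex 480/em 520 nm). Compound added and read 3 min for agonist activity, followed by capsaicin at EC20 final and 2 min further read for enhancement.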
# Giardia killer: Small Molecules that selectively kill Giardia lamblia: qHTS. Giardia lamblia trophozoite viability. AID 540267, 2011. 0.15% of 340,000 active. activity change, % at 7.66 µM, hits read low; in the data active = activity change below about -80%; inconclusive = between about -30% and that limit;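 note: parasites exposed to compound for two days anaerobically before the ATP read; % is set by controls: 0 for no effect and ±100 for the full control effect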
#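 Trophozoites 100 cells/well + cpd; 48 hrs, 37 deg C, anaerobic. ATPLite 1-Step added, 15-30 min RT, luminescence read (ATP-based viability).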
# GALK inh: qHTS Assay for Inhibitors of Human Galactokinase (GALK). 0.007% of 270,000 active. Potency, µM (top dose mostly 57.5 µM), inactives show top-dose activity change, negative = inhibition, usual class: inhibitors. AID 1868, 2009. Purified GALK, Kinase-Glo residual ATP luminescence. P51570; note: potency is the fitted concentration of half-maximal effect; % is set by controls: 0 for no effect and ±100 for the full control effect
#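 Quantitative HTS: GALK 5 nM, ATP 35 uM, galactose 100 uM, 1 h room temperature, then luciferase-based ATP detection.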
# MLL CXXC-DNA inh: qHTS Fluorescence Polarization Assay for Inhibitors of MLL CXXC domain - DNA interaction | Histone-lysine N-methyltransferase 2A (Homo sapiens), Q03164 | MLL-CXXC / FITC-HOXA9 DNA fluorescence polarization | Potency, µM (series often up to 115 µM), without a hit: top-dose activity change, negative = inhibition, most hits filed as inhibitors | 0.037% of 290,000 active | AID 2662, 2010; active = well fitted inhibition curve with a large enough effect in the polarisation, with a control signal flat, not every such curve was filed as active; inconclusive = small, poorly fitted or top-dose-only effect, or effect the other way, or a change in a side signal; inactive = no such curve, though single readings can be large or run the other way; the % refers to the polarisation; note: potency is the fitted concentration of half-maximal effect
#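 Purified MLL-CXXC (added from a 7 uM solution) was preincubated 5 min at ambient with pinned compounds in 50 mM Tris-HCl pH 7.5, 50 mM NaCl, 1 mM DTT, 0.05% BSA. Fluorescein-labeled HOX-A9 DNA (50 nM solution) followed, 30 min, then polarization read.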
# Menin MLL FP TR: qHTS Assay for Inhibitors Targeting the Menin-MLL Interaction in MLL Related Leukemias: Competition With Texas Red Labeled MLL-derived Mutant Peptide. Potency, µM (doses to about 61.6 µM), without a hit: top-dose FP activity change, negative = inhibition, actives largely listed as inhibitors. O00255. Menin + Texas Red MLL mutant peptide, fluorescence polarization. 0.23% of 270,000 active; active = well fitted inhibition curve with a large enough effect in the polarisation, with a control signal flat, not every such curve was filed as active; inconclusive = small, poorly fitted or top-dose-only effect, or effect the other way, or a change in a side signal; inactive = no such curve, though single readings can be large or run the other way; the % refers to the polarisation; note: potency is the fitted concentration of half-maximal effect; % of control where 0% means no effect; many of its hits are not listed in these tables
# Coupling enz: qHTS Assay for Inhibitors of Fructose-1,6-bisphosphate Aldolase from Giardia Lamblia: Coupling assay counterscreen; AID 2472, 2010; 0.67% of 290,000 active; activity change, negative = inhibition, % at 58.2 µM, hits read low; coupling enzyme system counterscreen, AmpLite Red fluorescence; in the data active = activity change below about -30%; note: % is set by controls: 0 for no effect and ±100 for the full control effect
#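 Coupling enzymes only (glyceraldehyde-3-phosphate) + compound, at 57.5 uM final, 10 min RT; add substrate/coupling/AmpLite Red mix, 20 min RT; fluorescence ex 525/em 598 nm. Actives flag coupling-system interference.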
# hERG WT inh: qHTS for Inhibitors of KCHN2 3.1: Wildtype qHTS. Voltage-gated inwardly rectifying potassium channel KCNH2 (Homo sapiens), Q12809. U2OS, BacMam KCNH2, thallium flux FluxOr; active compounds read low. activity change, % at 1.84 µM. 0.37% of 340,000 active;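 active = maximum activity change below -70%; inconclusive = maximum activity change between -70% and -50%; inactive = maximum activity change above -50%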; note: % is set by controls: 0 for no effect and ±100 for the full control effect
#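 U2OS cells transduced with wild-type KCNH2 virus are loaded with FluxOr dye for 45 min, and thallium flux is measured in kinetic reads before and after stimulation buffer. Rate constants are normalized to DMSO controls.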
# An asterisk follows results filed as active; ? = inconclusive; nt = not tested or not shown; [ ] = another dose, or the depositor's remark. Unless noted, calls come from the whole dose curve; as a rule, active = well fitted curve in the direction sought with a large enough effect; inconclusive = small, poorly fitted or top-dose-only effect, or another doubt; inactive = no such curve, though single readings can be large; an effect the other way counts as inactive or inconclusive.
SMILES,B2AR arrestin,KCNH2 3.1 block,PKM2 act,USP2a inh,TRPV1 agonist,Giardia killer,GALK inh,MLL CXXC-DNA inh,Menin MLL FP TR,Coupling enz,hERG WT inh
CCCCn1c(N)c(N(CC)C(=O)c2ccc([N+](=O)[O-])c(C)c2)c(=O)[nH]c1=O,0.1%,-6,-1%,1%,-4,8,0%,7%,-5%,3,-6
Cc1cccc(NC(=O)C(C)SCc2ccccc2)c1 (stereo not given),-0.5%,9,-15%,-1%,?,-19,-3%,0%,23%,0,3
COC(=O)C(Cc1ccccc1)OS(N)(=O)=O (stereo not given),-0.6%,1,2%,1%,-3,3,nt,-10%,-5%,0,14
COc1ccc2[nH]c(=O)c(CN(CCc3ccccc3)Cc3nnnn3CC3CCCO3)cc2c1 (stereo not given),-0.6%,-2,6%,1%,-1,23,-1%,-12%,0%,-40*,-27
COc1ccc(C(=O)c2sc(Nc3cccc(OC)c3)c(C(=O)Nc3cccc(C)c3C)c2N)cc1,0.8%,-33,10%,-6%,2,24,1%,12%,5%,6,-1
CCC(=O)NNc1ncnc2c1cnn2-c1ccccc1,0.5%,2,1%,0%,1,21,-1%,11%,-9%,1,-10
CC(=O)NC1C(=O)N(Cc2ccccc2)c2ccc(Br)cc21 (stereo not given),6.1%,-15,2%,0%,13,-9,-1%,0%,nt,0,9
CCC1CCCCN1C(=O)COC(=O)CN(C)S(=O)(=O)c1ccc(NC(C)=O)cc1 (stereo not given),-0.3%,3,nt,3%,-5,-18,nt,nt,nt,nt,4
CCOC(=O)C1CCN(c2nc3ccccc3n2CC(=O)c2ccccc2)CC1,0.0%,-10,1%,3%,26,13,7%,4%,-4%,-3,-2
O=C(CCSc1ccccc1)Nc1nccs1,-1.9%,6,0%,-2%,7,-12,-3%,12%,3%,3,-6
COc1ccc(CCNC(=O)CSc2nc3ccsc3c(=O)n2CC2CCC(C(=O)O)CC2)cc1OC (stereo not given),-0.1%,3,nt,5%,0,1,0%,5%,4%,6,-1
Cc1ccc(S(=O)(=O)Nc2nc(C)cc(-n3nc(C)cc3C)n2)cc1,0.0%,-10,-1%,2%,-2,2,-2%,-14%,8%,1,4
O=C(Cc1cccs1)N1CCC(c2nc3c(nnn3Cc3ccccc3)c(=O)[nH]2)CC1,-0.5%,-3,?,0%,-1,14,1%,21%,-23%,5,-2
COc1cc(NC(=O)CN2C(=O)COc3ccc(S(=O)(=O)N4CCOCC4)cc32)cc(OC)c1,-1.0%,4,nt,-1%,0,-25,6%,-2%,4%,0,9
CCN(CC)C(=O)Cn1cc(S(=O)(=O)Cc2cccc([N+](=O)[O-])c2)c2ccccc21,-0.1%,2,-7%[0.46 µM],0%,2,-11,1%,-1%,-1%,-3,-2
O=S(=O)(CCN1C=CC(C(F)(F)F)=NCC1)c1ccc(Cl)cc1Cl,0.4%,2,-2%,-4%,15,7,0%,4%,nt,-3,7
COC(=O)c1c(SCc2ccc(C#N)cc2)nc(=O)[nH]c1C,0.0%,-49,-2%,0%,1,-6,6%,?,?,3,4
CCN(CC)S(=O)(=O)c1ccc2c(c1)c(=O)c(C(=O)NCc1ccco1)cn2C,0.0%,2,3%,0%,3,-5,3%,0%,-2%,0,0
CC(C)OCCCNC(=S)Nc1ccc2nc3n(c(=O)c2c1)CCCCC3,0.3%,-3,nt,-2%,2,-9,11%,2%,10%,1,0
C=CCc1cccc(C=Nc2cc(Br)ccc2O)c1O,2.5%,-12,-5%,3%,0,3,nt,2%,-4%,-1,14
CC(OC(=O)c1cn(-c2ccccc2)nc1-c1cccnc1)C(N)=O (stereo not given),0.2%,-15,-11%,-3%,1,34[activator],0%,15%,0%,2,2
CCOC(=O)N1CCN(C(=O)C2CCN(S(C)(=O)=O)CC2)CC1,-0.6%,12,-4%,2%,-1,10,1%,3%,7%,0,3
CN(C)C(CNc1ccc(S(C)(=O)=O)cc1[N+](=O)[O-])Cc1ccccc1 (stereo not given),0.5%,5,7%,2%,2,6,0%,7%,-21%,1,12
COc1ccc(CCNC(=O)C2CCN(S(=O)(=O)N3CCCCCC3)CC2)cc1OC,-0.4%,-2,1%,0%,-2,-6,4%,-2%,-2%,3,-1
O=C(NCC(c1ccco1)N1CCCC1)c1cc(S(=O)(=O)N2CCCCC2)ccc1Cl (stereo not given),0.3%,17,nt,5%,nt,37[activator],nt,nt,nt,nt,-1

# (listing goes on)
SMILES,B2AR arrestin,KCNH2 3.1 block,PKM2 act,USP2a inh,TRPV1 agonist,Giardia killer,GALK inh,MLL CXXC-DNA inh,Menin MLL FP TR,Coupling enz,hERG WT inh
CCOC(=O)C(C)Oc1ccc(NC(=O)C(Cl)(Cl)Cl)cc1 (stereo not given),-0.1%,3,6%,0%,7,3,1%,32%[activator],nt,-4,-2
CC(C)c1ccc(C2C3=C(COC3=O)Nc3cc4c(cc32)OCO4)cc1 (stereo not given),-0.4%,?,-1%,2%,8,-12,1%,-13%,-2%,5,-7
CCn1cc(C(=O)NCc2ccc3c(c2)OCO3)c(=O)c2cc(S(=O)(=O)N(C)C)ccc21,0.0%,-17,-15%,2%,?,-7,nt,6%,6%,1,15
CC(C)(OC1OC(CO)C(O)C(O)C1O)[C@H]1Oc2ccc3ccc(=O)oc3c2[C@H]1O (stereo not given in full),-0.9%,5,-1%,5%,1,0,nt,6%,-8%,1,-1
O=C(CCc1ccc(S(=O)(=O)N2CCOCC2)cc1)Nc1ccc2c(c1)OCCO2,0.2%,5,3%,3%,-3,3,1%,7%,nt,1,4
CCOC(=O)c1c(C)nc2c(c1-c1ccccc1)C(=O)c1ccccc1-2,-0.3%,-30,-3%,2%,16,-8,-3%,-8%,-24%,5,-8
COc1cc(C2C(C(=O)c3sc(C)nc3C)=C(O)C(=O)N2CCN(C)C)cc(OC)c1OC (stereo not given),-1.5%,0,2%,2%,-4,-19,3%,1%,4%,1,0
O=C(CSc1nnc(-c2ccccc2)o1)Nc1ccccc1F,0.0%,-1,-15%,3%,-1,-3,1%,2%,1%,-4,-6
O=C(Cc1ccc(F)cc1)N1CCC(CC2CC(c3ccc(Cl)cc3)=NO2)(C(=O)NCC2CCCCC2)CC1 (stereo not given),0.0%,-10,-1%,1%,-3,-3,nt,-6%,-5%,-2,-9
O=C(CSc1ccccn1)N1CCN(c2ncc(C(F)(F)F)cc2Cl)CC1,0.2%,3,1%,-2%,?,3,-5%,-1%,nt,-1,4
Cc1ccc(NC2CCCN(C(=O)C3CCCCC3)C2)cc1C (stereo not given),1.1%,4,1%,0%,?,7,7%,20%,-14%,-1,-11
CCOC(=O)c1ccc(NC(=O)CN2C(=O)NC3(CCC(C)CC3)C2=O)cc1 (stereo not given),0.2%,-1,?,1%,2,2,-3%,-12%,5%,0,0
Cc1cccc(N(C(=O)c2snc(C(N)=O)c2N)C(C(=O)NCC2CCCO2)c2ccc(N(C)C)cc2)c1C (stereo not given),1.2%,14,3%,1%,-3,4,-1%,4%,-26%,-5,2
CC(=O)Oc1cccc(C(=O)Nc2ccc3c(c2)C(=O)N(CC2CCCO2)C3=O)c1 (stereo not given),0.0%,-3,-8%,0%,7,-13,2%,13%,nt,nt,-4
O=C(CN1C(=O)/C(=C/c2ccccc2Cl)SC1=S)NC1CCS(=O)(=O)C1 (stereo not given),-1.0%,8,nt,3%,8,-25,-2%,9%,nt,nt,1
Cc1ccc(CNC(=O)C2CCCN(S(C)(=O)=O)C2)cc1 (stereo not given),-1.1%,-3,-7%,4%,7,4,0%,1%,-2%,3,-20
COc1ccc(/C=C/c2ccc3c(Br)ccc(O)c3n2)cc1,0.4%,-7,nt,4%,-1,1,-3%,2%,?,-3,-3
CC1(C(=O)NC2CCCCCCC2)CCC(=O)N1Cc1cccnc1 (stereo not given),0.2%,4,5%,-1%,-2,-14,0%,0%,-1%,3,-32
Cc1noc(C(=O)N2CCN(c3ccc(F)cc3)CC2)c1Cl,-0.1%,7,4%,-8%,?,-22,0%,2%,4%,0,-2
CC(C(=O)Nc1cccnc1)N1C(=O)C2C3C=CC(C3)C2C1=O (stereo not given),-0.6%,0,-4%,1%,2,13,2%,1%,-15%,2,-4

# These rows are one share of the data; count on the stated rates, not on these rows.
